tim23-1 inh – growth inhibitors of tim23-1 mutant yeast, primary screen, luminescence, uHTS | S. cerevisiae tim23-1 growth, BacTiter-Glo luminescence, 24 h | inhibition, % at 20 µM | hit rate 1.3% among 330,000 | AID 463212, 2010;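 active = growth inhibition of the mutant yeast at or above 50%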;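 also: temperature-sensitive mutant grown at 25 °C; plate controls were DMSO-treated mutant yeast for no effect and medium wells lacking yeast for full effect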
APJ ag – agonists of human apelin receptor APJ, primary screen, CHO-K1 cells, PathHunter beta-arrestin, luminescence | AID 2520, 2010 | activation, % at 20 µM | 0% DMSO wells, 100% apelin | hit rate 0.11% among 330,000;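 active = activation more than six SD over the plate average, tested at 20 µM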;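 also: 0% = DMSO alone and 100% = apelin-13 at 10 nM; some results filed as inactive read as strong as hits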
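Test system: CHO-K1 APJ beta-arrestin complementation cell line | Compound: Single test compound dose, 20 µM final, 1% DMSO | Incubation: Compound 90 min 25 °C, reagent 1 h | Measured by: beta-gal luminescence | Read-out basis: APJ–arrestin association signal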
XBP1 UPR activ – activators of adaptive XBP1 UPR arm, primary screen, cell-based, CHO-XBP1 luciferase reporter, luminescence, uHTS. IRE1-XBP1 UPR activation; percent of tunicamycin response, DMSO as zero. activation, % at 20 µM. hit rate 0.33% among 330,000;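 active = versus positive control, 20 µM dose yields 30% or more activation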;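 also: 100% = tunicamycin at 10 µg/mL and 0% = DMSO only wells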
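assay system = CHO-XBP1 luciferase reporter cells | amount = 1000 cells/well | buffer or medium = F12 plus 10% FBS | compound dosing = single point, 20 µM final compound, 1% DMSO | incubation = 16-18 h cell attachment at 37 °C, then 6 h compound exposure | detection = Steady-Glo luminescence read | controls = tunicamycin 10 µg/mL and vehicle-only wells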
Mdm2 MdmX PPI – inhibitors of human Mdm2-MdmX association, primary screen, cell-based, luminescence, split luciferase, SaOS-2, uHTS; Protein Mdm4 (Homo sapiens) + E3 ubiquitin-protein ligase Mdm2 (Homo sapiens), …; inhibition, % at 8 µM; SaOS-2 split-luciferase Mdm2/MdmX complementation; hit rate 3% among 330,000; AID 485346, 2010;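 active = inhibition of at least 50% at 8 µM in the primary screen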
Target sequence (O15151 whole entry, looked up): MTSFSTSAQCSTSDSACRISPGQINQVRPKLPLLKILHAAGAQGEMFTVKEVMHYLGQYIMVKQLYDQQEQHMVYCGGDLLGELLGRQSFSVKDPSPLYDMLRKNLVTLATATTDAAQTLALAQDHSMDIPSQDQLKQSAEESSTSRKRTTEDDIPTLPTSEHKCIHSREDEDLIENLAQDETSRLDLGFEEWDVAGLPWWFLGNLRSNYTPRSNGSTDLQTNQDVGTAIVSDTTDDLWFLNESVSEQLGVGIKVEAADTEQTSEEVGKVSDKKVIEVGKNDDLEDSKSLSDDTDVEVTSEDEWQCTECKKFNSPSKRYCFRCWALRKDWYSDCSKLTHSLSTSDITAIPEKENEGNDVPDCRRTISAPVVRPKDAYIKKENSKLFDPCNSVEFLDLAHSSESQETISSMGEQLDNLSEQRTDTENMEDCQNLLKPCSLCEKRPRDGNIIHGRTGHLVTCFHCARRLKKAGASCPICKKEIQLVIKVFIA
Target sequence (Q00987 whole entry, looked up): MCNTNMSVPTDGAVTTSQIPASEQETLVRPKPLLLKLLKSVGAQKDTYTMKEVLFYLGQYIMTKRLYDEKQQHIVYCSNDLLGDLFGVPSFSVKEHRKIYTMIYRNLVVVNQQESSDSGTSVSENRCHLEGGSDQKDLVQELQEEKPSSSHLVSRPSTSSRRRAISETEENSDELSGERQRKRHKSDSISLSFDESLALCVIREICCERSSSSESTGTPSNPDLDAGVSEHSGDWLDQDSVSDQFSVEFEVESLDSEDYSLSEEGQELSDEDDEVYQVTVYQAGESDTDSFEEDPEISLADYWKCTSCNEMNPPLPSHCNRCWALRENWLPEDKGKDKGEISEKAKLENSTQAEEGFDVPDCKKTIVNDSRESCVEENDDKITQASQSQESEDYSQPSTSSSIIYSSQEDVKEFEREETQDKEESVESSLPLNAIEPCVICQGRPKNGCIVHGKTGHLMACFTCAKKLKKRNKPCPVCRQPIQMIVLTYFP
TIM10 inh – growth inhibitors of isogenic TIM10 control yeast, primary screen, counter-screen for tim10-1 yeast inhibitor project, luminescence, uHTS. S. cerevisiae TIM10 strain growth, BacTiter-Glo luminescence, 24 h. hit rate 1.4% among 330,000. inhibition, % at 10 µM;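 active = inhibition of 40% or more at the single tested concentration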;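 also: wild-type TIM10 isogenic control strain grown at permissive 25 °C; 0% = DMSO yeast wells and 100% = minimal medium wells without yeast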
NR3A LBD binder – binders of NR3A ligand-binding domain, primary screen, biophysical, differential scanning fluorimetry, uHTS | Glutamate receptor ionotropic, NMDA 3A (GRIN3A) ligand-binding domain | NR3A LBD differential scanning fluorimetry, Tm shift; 0% = protein alone, 100% = glycine-bound protein | Tm shift relative to glycine control, % at 25 µM | hit rate 2.5% among 340,000;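 active = melting temperature shift of at least 10% of the positive control shift, at one fixed dose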
NALP3 yeast inh – NALP3 inflammasome inhibitors in reconstituted yeast, primary screen, luminescence, uHTS; Yeast reconstituted NLRP3/ASC/caspase-1, beta-gal luminescence, 24 h; inhibition, % at 10 µM; hit rate 0.39% among 330,000;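 active = inhibition of 50% or more; inactive = inhibition below 50%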;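 also: plate controls were induced DMSO wells for no effect and uninduced yeast grown without galactose for full effect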
UPR CHOP act – activators of apoptotic CHOP UPR arm, primary screen, cell-based, CHO-CHOP luciferase reporter, luminescence, uHTS. UPR activation; percent of tunicamycin response over DMSO baseline. activation, % at 10 µM. hit rate 0.34% among 330,000. AID 449763, 2010;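 active = at 10 µM dose, activation of 40% or more, normalized to positive control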;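 also: 100% = tunicamycin at 10 µg/mL and 0% = DMSO alone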
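System: CHO-CHOP luciferase reporter cell line; amount: 500 cells/well; buffer or medium: F12 medium containing 10% fetal bovine serum; incubation: 6 h compound exposure at 37 °C after overnight seeding; measured by: luciferase luminescence after 10 min with Steady-Glo reagent; evaluation: % reporter activation, DMSO baseline versus tunicamycin full activation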
tim10-1 inh – growth inhibitors of tim10-1 mutant yeast, primary screen, luminescence, uHTS; S. cerevisiae tim10-1 ts strain growth, BacTiter-Glo, 24 h; inhibition, % at 20 µM; hit rate 2.2% among 330,000; AID 463190, 2010;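 active = inhibition of at least 40%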;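 also: mutant grown at 25 °C; 0% = DMSO wells with yeast and 100% = wells holding no yeast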
Active calls of the source: *.

SMILES	tim23-1 inh	APJ ag	XBP1 UPR activ	Mdm2 MdmX PPI	TIM10 inh	NR3A LBD binder	NALP3 yeast inh	UPR CHOP act	tim10-1 inh
CCN(CC)C(=O)CSc1nc2cc(OC)c(OC)cc2c(=O)n1Cc1ccc(Cl)cc1	33.1	-2.3	11.4	16.7	22.2	-4.2	14.0	-0.2	35.0
CCN(CC)S(=O)(=O)c1cccc(C(=O)/C=C2/N(C)c3ccccc3C2(C)C)c1	15.2	-1.1	8.6	2.2	25.7	-0.8	0.4	1.0	16.4
CCN(CC)c1ccc(NC(=O)c2ccc(Cl)nc2)cc1	12.6	-3.4	0.6	29.1	7.0	-1.3	11.8	0.4	16.9
Cc1cc(C)n(CC(O)CN(c2ccccc2)S(=O)(=O)c2ccc3ccccc3c2)n1 (stereo not drawn)	28.9	1.6	-2.2	10.2	48.0*	-2.9	0.4	-0.6	28.0
Cc1onc(-c2ccccc2)c1C(=O)NC(=S)Nc1sc2c(c1C#N)CCCC2	40.1	-5.8	0.7	-8.8	54.1*	10.6*	35.8	0.7	41.8*
CCOc1cc(/C=C2\SC(=O)N(CC(=O)Nc3ccccc3F)C2=O)cc([N+](=O)[O-])c1O	2.6	-7.2	-2.0	33.5	10.7	-2.4	14.6	1.9	3.0
Cc1ccccc1S(=O)(=O)c1cc(C#N)c(=O)[nH]c1N	-7.1	-3.2	0.7	2.8	1.1	-2.2	13.2	-1.3	2.1
CCOc1ccc2c(c1)c(N=O)c(O)n2C	20.4	-2.3	0.4	18.8	13.1	1.4	11.1	-0.7	16.8
CCOC(=O)c1cc(CC)sc1/N=C/C1C(=O)CCCC1=O	-0.9	-0.4	-0.8	26.4	10.0	-1.6	0.3	0.2	-13.2
CCC(=O)Nc1nonc1-c1nc2ccccc2n1CC(C)C	-1.2	-1.2	-0.2	24.9	15.8	1.4	-18.7	-0.8	36.4
Cc1csc(SCc2nnc(-c3ccc(Cl)cc3)o2)n1	5.5	-2.1	2.3	-134.0	7.7	-3.5	2.2	2.9	5.9
CC(C)c1ccccc1NC(=O)COC(=O)c1ccc(Cl)c(S(=O)(=O)N2CCCCCC2)c1	-10.9	-0.6	-2.4	0.0	-19.5	-5.2	-18.4	-0.2	-0.4
O=C(N/N=C/c1c(Cl)cccc1Cl)c1n[nH]c2c1CCCC2	24.4	-2.5	1.4	-78.1	20.6	-2.8	4.3	3.3	34.3
COc1ccc(C(=O)Nc2ccc(C3(C#N)CCCC3)cc2)cc1OC	40.9	0.0	0.5	-3.9	24.5	-0.9	17.0	4.0	24.0
CCSc1nc2ccccc2n1CC(=O)N1CCOCC1	7.0	2.0	0.8	7.6	8.4	-4.2	-0.7	0.8	7.3
CCN(CC)C(=O)c1c2c(nc3ccccc13)-c1ccccc1CC2	32.7	-8.7	0.5	6.2	37.5	-0.4	-11.8	-1.4	41.6*
NNC(=O)CCS(=O)(=O)c1ccc2ccccc2c1	13.6	-3.2	-2.5	9.4	2.1	2.8	1.8	0.2	10.6
CCC(C)NCCOCCOc1ccc(F)cc1 (stereo not drawn)	5.4	0.4	1.2	3.2	-1.7	3.2	19.2	-1.2	-15.1
c1ccn2c(SCc3cn4ccsc4n3)nnc2c1	2.2	-2.1	-1.5	-85.7	-0.1	-0.7	2.5	2.9	10.2
O=C(O)c1c(NC(=O)N2CCCC2)sc2c1CCCC2	20.9	-1.6	1.3	-12.2	7.0	-1.0	19.5	-0.4	16.8
COc1ccccc1CNC(=O)COC(=O)c1ccc(C)c(S(=O)(=O)N2CCOCC2)c1	-7.3	-8.0	-4.5	4.9	9.1	-1.8	12.0	1.6	2.9
CCc1ccc(CN2CCCC(CNC(=O)c3cc(OC)cc(OC)c3)C2)cc1 (stereo not drawn)	11.4	-3.2	-3.8	7.2	-9.4	1.8	2.8	2.7	5.4
O=C(O)CSc1ccc2nnc(-c3cccnc3)n2n1	4.5	-0.7	-2.7	-1.8	11.2	1.0	9.7	-2.5	11.6
Cc1nc2ccc(NC(=O)c3ccco3)cc2nc1C	8.7	1.2	2.4	-13.6	11.0	4.0	10.0	1.6	-37.8
CCOC(=O)c1c(-c2ccc(C)cc2)csc1NC(=O)c1cc2ccccc2oc1=O	5.8	-3.2	-0.5	14.0	7.7	-1.3	13.1	4.8	-16.5
The list goes on.
SMILES	tim23-1 inh	APJ ag	XBP1 UPR activ	Mdm2 MdmX PPI	TIM10 inh	NR3A LBD binder	NALP3 yeast inh	UPR CHOP act	tim10-1 inh
Cc1ccc(Cn2c(O)c(N=O)c3ccccc32)cc1	25.7	-1.9	3.6	22.6	16.1	0.5	22.2	-1.2	31.0
CC(C)CCNC(=O)c1cc2c(s1)-c1ccccc1S(=O)(=O)C2	12.1	-2.9	-0.5	-19.7	-10.3	0.5	18.2	2.2	-12.8
Cc1c(Cl)cccc1NC(=S)N1CCN(Cc2ccc3c(c2)OCO3)CC1	-30.4	-3.9	0.7	6.8	-10.2	-1.1	18.3	-0.3	7.6
Cc1cccc(N2C(=O)C3C4C=CC(C4)C3C2=O)c1 (stereo not drawn)	11.6	-1.3	-0.4	12.1	4.3	0.8	12.7	-1.2	-16.9
N#Cc1ccc(OCC(=O)N2CCN(S(=O)(=O)c3ccc(Cl)s3)CC2)cc1	29.2	-3.1	-2.1	27.7	11.9	-0.2	2.5	-1.7	18.9
O=C(Cn1ncc2c(=O)oc3ccccc3c21)NCC1COc2ccccc2O1 (stereo not drawn)	12.6	-1.2	-4.6	-26.4	7.1	3.0	0.4	-0.8	11.9
COc1ccccc1CC(=O)Nc1ncc(C)s1	3.5	-4.2	-1.9	7.1	7.9	-3.6	22.6	-0.4	-9.3
COc1ccc(OC)c(NC(=O)Nc2cnccn2)c1	-6.2	-3.8	1.6	4.6	-4.4	0.7	22.1	2.3	-19.6
CN(Cc1c(F)cccc1Cl)C(=O)c1ccc(COc2ccccc2)cc1	17.7	-3.3	-1.6	8.4	-11.5	1.9	18.0	-0.8	19.9
O=C(N/N=C/c1ccncc1)c1ccccc1	7.1	0.4	1.4	12.1	-3.7	0.1	-1.0	0.4	-4.3
COc1ccc(OC)c(S(=O)(=O)N2CCCC(C(=O)NCCN3CCOCC3)C2)c1 (stereo not drawn)	12.5	-1.0	-3.0	23.9	0.1	2.0	7.2	2.0	-6.3
COc1ccnc(Oc2ccccc2)c1C(=O)N/C=N/OCc1ccccc1F	21.7	2.5	-0.1	-10.8	25.6	-2.1	14.4	-0.2	27.1
Cc1ccc(COC(=O)c2cccc(S(=O)(=O)N3CCCCCC3)c2)cc1	9.3	-3.7	-2.1	8.4	-10.9	1.2	-7.6	-1.1	18.0
CCOC(=O)c1cc2sccc2n1CC(=O)N1CCN(C(=O)c2ccco2)CC1	2.1	0.2	-1.0	18.2	8.2	-0.6	11.8	-0.4	2.2
O=C1C2C3C=CC(C2C(=O)N1c1ccc(O)cc1)C1C2C(=O)N(c4ccc(O)cc4)C(=O)C2C31 (stereo not drawn)	9.7	-0.7	0.0	-35.5	-24.2	-0.5	1.6	1.3	4.9
O=C(O)C1CCN(C(=O)CSc2nnc(-c3ccccc3)o2)CC1	-6.6	-0.5	-1.8	-15.7	-8.6	1.1	8.5	1.0	-7.4
N#CC1=C(N)Oc2n[nH]c(-c3ccc(F)cc3)c2C1c1cccnc1 (stereo not drawn)	23.3	5.4	-0.8	-16.8	13.0	-1.3	3.1	-2.3	15.6
Cc1cccc(C(=O)NCC(=O)OCC(=O)c2ccc(Cl)s2)c1	6.7	-4.1	0.2	29.1	4.7	-1.3	4.4	-0.3	3.0
COc1ccc(Cc2n[nH]c(=S)o2)cc1	4.0	-1.7	-0.6	6.0	-1.6	0.6	9.4	1.2	9.3
NS(=O)(=O)c1cccc(NC(=O)Nc2ccccc2)c1	4.7	3.2	-2.6	13.2	-10.1	1.2	22.8	0.2	10.7
CCCOc1ccc(CCC(=O)N/N=C/c2ccc([N+](=O)[O-])o2)cc1	34.6	3.9	-2.4	-9.0	37.4	-0.2	35.0	0.5	38.0
C=CCc1ccc(OCCOc2cccc(/C=N/n3cnnc3)c2)c(OC)c1	26.4	2.1	-3.5	-93.7	5.0	-1.4	23.8	6.5	26.9
Cc1ccc(OCCC(=O)Nc2ccccc2C(=O)N2CCCCC2)cc1	23.9	-2.3	-2.5	-5.7	9.5	-0.8	7.5	1.4	14.3

Eleven entries already listed, arranged by length of the SMILES, smallest number first.
SMILES	tim23-1 inh	APJ ag	XBP1 UPR activ	Mdm2 MdmX PPI	TIM10 inh	NR3A LBD binder	NALP3 yeast inh	UPR CHOP act	tim10-1 inh
COc1ccc(Cc2n[nH]c(=S)o2)cc1	4.0	-1.7	-0.6	6.0	-1.6	0.6	9.4	1.2	9.3
O=C(O)CSc1ccc2nnc(-c3cccnc3)n2n1	4.5	-0.7	-2.7	-1.8	11.2	1.0	9.7	-2.5	11.6
Cc1csc(SCc2nnc(-c3ccc(Cl)cc3)o2)n1	5.5	-2.1	2.3	-134.0	7.7	-3.5	2.2	2.9	5.9
O=C(O)C1CCN(C(=O)CSc2nnc(-c3ccccc3)o2)CC1	-6.6	-0.5	-1.8	-15.7	-8.6	1.1	8.5	1.0	-7.4
COc1ccc(C(=O)Nc2ccc(C3(C#N)CCCC3)cc2)cc1OC	40.9	0.0	0.5	-3.9	24.5	-0.9	17.0	4.0	24.0
C=CCc1ccc(OCCOc2cccc(/C=N/n3cnnc3)c2)c(OC)c1	26.4	2.1	-3.5	-93.7	5.0	-1.4	23.8	6.5	26.9
CCOC(=O)c1cc2sccc2n1CC(=O)N1CCN(C(=O)c2ccco2)CC1	2.1	0.2	-1.0	18.2	8.2	-0.6	11.8	-0.4	2.2
COc1ccc(OC)c(S(=O)(=O)N2CCCC(C(=O)NCCN3CCOCC3)C2)c1 (stereo not drawn)	12.5	-1.0	-3.0	23.9	0.1	2.0	7.2	2.0	-6.3
CCN(CC)S(=O)(=O)c1cccc(C(=O)/C=C2/N(C)c3ccccc3C2(C)C)c1	15.2	-1.1	8.6	2.2	25.7	-0.8	0.4	1.0	16.4
CC(C)c1ccccc1NC(=O)COC(=O)c1ccc(Cl)c(S(=O)(=O)N2CCCCCC2)c1	-10.9	-0.6	-2.4	0.0	-19.5	-5.2	-18.4	-0.2	-0.4
O=C1C2C3C=CC(C2C(=O)N1c1ccc(O)cc1)C1C2C(=O)N(c4ccc(O)cc4)C(=O)C2C31 (stereo not drawn)	9.7	-0.7	0.0	-35.5	-24.2	-0.5	1.6	1.3	4.9
